# Source: PubChem (The Scripps Research Institute Molecular Screening Center)
# PME-1 inh: PME-1 (human) inhibition | inhibition, % at 5.9 µM | recombinant PME-1, FP-Rh probe fluorescence polarization | Q9Y570 | 320,000 tested, 0.53% active;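 active = inhibition above the campaign mean of all compounds plus 3 SD, cut at about 26% in these data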;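 also: competitive labeling of PME-1 active site by serine hydrolase directed probe; 0% = PME-1 with DMSO and 100% = wells lacking PME-1 enzyme; inhibitors block probe labeling so polarization falls and inhibition rises; many of its hits are not listed in these tables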
# Target sequence (Q9Y570 whole entry, looked up): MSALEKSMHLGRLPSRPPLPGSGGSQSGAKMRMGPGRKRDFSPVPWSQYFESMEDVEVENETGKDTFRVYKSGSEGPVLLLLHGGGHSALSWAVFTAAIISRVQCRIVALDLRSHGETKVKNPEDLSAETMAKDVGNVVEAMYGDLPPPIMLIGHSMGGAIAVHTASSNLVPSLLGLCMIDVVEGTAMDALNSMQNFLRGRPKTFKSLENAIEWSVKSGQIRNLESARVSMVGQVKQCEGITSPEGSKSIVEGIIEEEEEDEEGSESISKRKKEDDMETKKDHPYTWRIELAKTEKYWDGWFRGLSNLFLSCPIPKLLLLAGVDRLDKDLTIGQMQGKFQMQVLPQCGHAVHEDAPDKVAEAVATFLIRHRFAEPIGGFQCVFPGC
# LYPLA1 inh: LYPLA1 (human) inhibition in PME1 counter-screen | recombinant LYPLA1, FP-Rh probe fluorescence polarization | inhibition, % at 5.9 µM | 320,000 tested, 0.16% active | AID 2174;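 active = inhibition above the mean of all tested compounds plus 3 SD, set per campaign, cut at about 14% in these data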;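 also: inhibitors block serine hydrolase probe labeling of LYPLA1 so polarization falls; 0% = enzyme with DMSO and 100% = wells lacking LYPLA1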
# LYPLA2 inh: blocks human lysophospholipase 2, a PME1 counter-screen; O95372; inhibition, % at 5.9 µM; AID 2177; 320,000 tested, 0.38% active; recombinant LYPLA2, FP-Rh probe fluorescence polarization;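 active = inhibition above the screen-wide mean plus 3 SD, limit set per campaign, cut at about 26% in these data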;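 also: 0% = LYPLA2 with DMSO and 100% = wells lacking LYPLA2 enzyme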
# Target sequence (O95372 whole entry, looked up): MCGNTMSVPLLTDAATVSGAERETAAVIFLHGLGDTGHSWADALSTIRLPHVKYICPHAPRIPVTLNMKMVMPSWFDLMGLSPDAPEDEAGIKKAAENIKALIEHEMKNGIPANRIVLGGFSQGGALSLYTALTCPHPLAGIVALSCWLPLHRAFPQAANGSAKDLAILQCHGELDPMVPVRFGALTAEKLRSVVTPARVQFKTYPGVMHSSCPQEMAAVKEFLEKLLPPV
# PAD4 inh: inhibitors of human PAD4; Q9UM07; recombinant PAD4, RCA probe fluorescence polarization; inhibition, % at 6.36 µM; 330,000 tested, 0.41% active; AID 485272;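 active = percent inhibition above a cutoff equal to the mean of all tested compounds plus 3 SD, cut at about 15% in these data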;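 also: 0% = PAD4 with RCA probe and DMSO and 100% = probe without PAD4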
# GSTO1 counter: GSTO1 inhibition, counter-screen for RBBP9 inhibitors | AID 1974 | inhibition, % at 5.96 µM | P78417 | recombinant GSTO1, activity-based probe fluorescence polarization | 300,000 tested, 1.1% active;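 active = inhibition above the campaign mean inhibition plus 3 SD, cut at about 35% in these data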;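 also: 0% = GSTO1-1 with DMSO and 100% = wells lacking GSTO1-1 enzyme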
# pPAFAH FP inh: pPAFAH (human) enzyme inhibition | Q13093 | recombinant pPAFAH, FP-rhodamine probe fluorescence polarization | inhibition, % at 3.39 µM | 330,000 tested, 1.5% active;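 active = inhibition above the mean inhibition across the screen plus 3 SD, cut at about 25% in these data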;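 also: inhibitors block binding of the rhodamine activity-based probe so polarization drops; 0% = enzyme with DMSO and 100% = wells lacking pPAFAH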
# PAFAH1B3 inh: inhibitors of human PAFAH1B3; Q15102; recombinant PAFAH1B3, FP-rhodamine probe, fluorescence polarization; inhibition, % at 3.39 µM; 340,000 tested, 0.28% active; AID 492972;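 active = inhibition above the screen-wide average of all tested compounds plus 3 SD, cut at about 25% in these data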;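 also: 0% = enzyme with DMSO only and 100% = wells lacking PAFAH1B3 protein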
# Target sequence (Q15102 whole entry, looked up): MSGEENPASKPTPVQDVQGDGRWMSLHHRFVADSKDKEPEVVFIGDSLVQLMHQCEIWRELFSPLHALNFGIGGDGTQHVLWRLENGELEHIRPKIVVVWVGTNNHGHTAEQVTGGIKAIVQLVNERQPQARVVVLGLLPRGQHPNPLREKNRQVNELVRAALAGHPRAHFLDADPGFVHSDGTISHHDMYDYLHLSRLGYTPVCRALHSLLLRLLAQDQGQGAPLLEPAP
# PAFAH1B2 FP inh: inhibitors of human PAFAH1B2; inhibition, % at 3.39 µM; P68402; 340,000 tested, 1.2% active; recombinant PAFAH1B2, FP-rhodamine activity probe, fluorescence polarization;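 active = inhibition above the mean of all tested compounds plus 3 SD, cut at about 24% in these data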;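 also: 0% = enzyme with DMSO and 100% = wells lacking PAFAH1B2; many of its hits are not listed in these tables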
# PAFAH2 FP inh: inhibitors of human PAFAH2; inhibition, % at 3.39 µM; AID 492956; recombinant PAFAH2, FP-rhodamine activity probe, fluorescence polarization; 340,000 tested, 0.99% active;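 active = inhibition above the mean over all tested compounds plus 3 SD, cut at about 30% in these data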;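 also: inhibitors block probe labeling of enzyme so polarization drops; 0% = enzyme with DMSO and 100% = wells lacking PAFAH2 protein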
# The depositor's hits bear a star; . = no result given. Not all compounds are listed; rates above refer to the full screens.
SMILES,PME-1 inh,LYPLA1 inh,LYPLA2 inh,PAD4 inh,GSTO1 counter,pPAFAH FP inh,PAFAH1B3 inh,PAFAH1B2 FP inh,PAFAH2 FP inh
CCOC(=O)C1=NOC(CNC(=O)C2=NOC(CNC(=O)c3c(-c4ccccc4Cl)noc3C)C2)C1 (stereo not given),-1,4,5,-1,5,4,-1,-3,7
CC(OC(=O)c1ncc(Cl)c(Cl)c1Cl)C(=O)NC1(C#N)CCCCC1 (stereo not given),0,2,3,6,3,-1,3,1,4
Cc1ccc(NC(NC(=O)c2ccccc2[N+](=O)[O-])C(Cl)(Cl)Cl)cc1 (stereo not given),-1,-3,-2,0,5,1,8,-3,10
Cc1c(C(=O)N(C)c2ccccc2)oc2c1C(O)CC(C)(C)C2 (stereo not given),-2,2,4,-4,-1,2,5,10,-10
CN(C)c1ccc(/C=C(\C#N)C(=O)NCc2ccco2)cc1,18,22*,25,11,14,11,.,.,.
Cc1ccc(C(=O)N[C@H](C(=O)Nc2sccc2C(N)=O)C(C)C)cc1,-1,-2,5,-1,-1,3,-1,3,-1
CCCc1nc(SCC(=O)Nc2cc(C)on2)c2c(=O)n(C)c(=O)n(C)c2n1,3,1,4,1,10,0,4,-1,-8
CCN(CC(=O)NCc1ccc(F)cc1)S(=O)(=O)c1ccc(Cl)s1,.,.,.,-3,.,7,5,9,0
Cc1ccc(NC(=O)C2CCCN(S(=O)(=O)c3cnc[nH]3)C2)cc1C (stereo not given),-6,-1,-2,-1,3,9,2,3,-1
COCCn1c(C)cc(C2=NNC(=NC(C)(C)C)SC2)c1C,0,-1,-3,-6,8,10,3,8,1
Cc1cc(C)n2nc(C(=O)N/N=C/c3cccs3)nc2n1,2,4,11,2,3,1,1,1,-1
CC(C)(C)NC(=S)NNC(=O)[C@H]1C[C@@H]1c1ccccc1,5,0,-3,0,-8,6,4,3,8
O=C(CN1CCN(c2ccccc2)CC1)c1ccc2cc[nH]c2c1,-7,-2,-8,-2,2,2,1,6,1
Cc1cc2nc(N3C(=O)CNC3=S)sc2cc1C,2,-3,-8,-2,-3,8,2,11,14
Nn1c(SCc2ccc(Br)cc2)nnc1-c1ccccn1,4,0,4,-6,-2,1,-1,11,-10
Cn1cc(/C=C(\NC(=O)c2ccccc2Cl)C(=O)NCCCN2CCOCC2)c2ccccc21,5,6,13,1,2,6,5,-4,2
Cc1nnc(SCC(=O)NCc2ccco2)[nH]c1=O,0,1,-1,2,9,5,11,0,5
O=C(CCN1C(=O)S/C(=C\c2ccccc2)C1=O)NCCCn1ccnc1,2,-3,-3,-5,6,2,11,0,2
Cc1cccc(C(=O)NCC(=O)NCC(c2ccco2)N2CCCCC2)c1 (stereo not given),-2,2,0,-3,1,3,3,6,-1
Cc1ccc(CS(=O)(=O)c2nsc(C)c2C#N)cc1,-1,0,-2,-4,8,1,5,5,1
C#C[C@]1(O)CCC2C3CCC4=CC(=O)CC[C@@H]4C3CC[C@@]21C (stereo not given in full),-2,3,3,-3,1,-4,12,9,-4
Cc1nn(C)c(C)c1S(=O)(=O)N(CC(=O)NCCCN1CC(C)CC(C)C1)c1ccc(C(C)C)cc1 (stereo not given),5,-4,-11,0,6,3,2,-2,2
COc1cc(OC)cc(C(=O)NNC(=O)CCC(=O)c2cc(C)sc2C)c1,.,.,.,-3,.,3,-9,3,1
CN1CCN(C(=O)C2CC(c3ccc(F)cc3)=NO2)CC1 (stereo not given),3,4,-3,-1,2,4,6,0,-6
Cc1cc(C)cc(NC(=O)[C@@H](NC(=O)c2ccco2)C(C)C)c1,-1,2,2,-2,-5,5,-3,5,-8

# (further entries)
SMILES,PME-1 inh,LYPLA1 inh,LYPLA2 inh,PAD4 inh,GSTO1 counter,pPAFAH FP inh,PAFAH1B3 inh,PAFAH1B2 FP inh,PAFAH2 FP inh
C=C(C)CSc1nnc(-c2ccccc2)n1N,-8,1,-8,-1,0,-1,3,5,-2
CCOC(=O)N1CCN(C(=O)c2ccc3c(=O)n(Cc4ccc(OC)cc4)c(=S)[nH]c3c2)CC1,1,-3,-12,0,14,-8,-6,-19,5
Cc1ccc(S(=O)(=O)N(C)CC(=O)O/N=C(\N)c2ccccn2)cc1,5,3,6,-4,-4,0,10,3,-1
COc1ccc(-c2nnc(N(C)C(=O)c3cccnc3)s2)cc1,2,-1,11,-1,1,2,0,0,4
COc1ccc(CCNC(=O)c2cc(-c3ccco3)nc3ccccc23)cc1,3,-8,-5,-2,-1,36*,.,.,.
OC(c1ccc(Cl)cc1)c1nnc(-c2ccccc2)o1 (stereo not given),1,-3,2,-9,9,-2,0,24*,3
CCOCC(=O)Nc1nc(C)cc(C)n1,0,-2,2,-4,0,-2,-9,0,1
O=C(Nc1cccc(OC(=O)c2ccco2)c1)c1ccco1,-1,1,0,-2,-4,2,9,9,2
CC1CCCN(S(=O)(=O)c2ccc(NC(=O)CCN3C(=O)c4ccccc4C3=O)cc2)C1 (stereo not given),-1,-4,-7,-2,6,1,5,0,5
COc1ccc(N(C(=O)CNC(=O)c2ccco2)C(C(=O)NC2CCCC2)c2cccnc2)cc1 (stereo not given),0,-1,-8,0,-4,-6,3,1,3
COC(=O)CCCC1=CC2=CC(=O)C(C)(OC(=O)c3cccs3)C(=O)C2=CN1Cc1ccccc1 (stereo not given),4,3,1,-9,7,6,-1,12,6
CC(C)(C)c1cc(=O)n2[nH]c(N)nc2n1,1,2,0,-2,3,-6,5,3,-2
Cc1cccc(OCC(=O)O/N=C(\N)c2ccc(Br)cc2)c1,-3,-3,-4,7,3,-10,1,4,1
COCc1ccc2oc(C(=O)O)cc2c1,-5,4,2,-5,-3,0,-1,2,-4
Fc1ccc(Nc2nc(Oc3ccccc3F)nc(N3CCCC3)n2)cc1,-2,-6,-7,4,-1,-2,-2,-4,-7
O=C(NCCc1ccccc1)c1nnc(CS(=O)(=O)c2ccccc2)o1,-7,0,-8,-1,-1,28*,-3,19,13
Cc1cc(Br)cc2c1N(C)C(=O)C2(c1ccc(O)cc1)c1ccc(O)cc1,-5,-6,-11,-3,-15,8,.,.,.
Cn1c(NC(=O)CC(C)(C)C)cc(=O)n(C)c1=O,-7,-4,-3,-2,7,4,3,2,2
CC1CC(=O)NN=C1c1cccs1 (stereo not given),9,1,6,3,2,4,5,3,1
CCN(CC(=O)NCc1cccs1)C(=O)/C=C/c1ccc(C)cc1,1,-4,1,-4,.,1,11,-2,-8
CCn1cc(Cl)c(C(=O)NNC(=O)CCn2nc(C)c([N+](=O)[O-])c2C)n1,-2,-3,1,2,-4,0,12,6,-9
COc1ccc(CCNC(=O)C2CCCN(S(C)(=O)=O)C2)cc1OC (stereo not given),3,-3,9,2,-3,-4,6,4,6
CCC(=O)N1CCN=C1SCc1cccc(F)c1,-1,-2,4,7,2,-1,-1,-2,1
O=C1NCCN1CCNS(=O)(=O)c1cc(C(F)(F)F)cc(C(F)(F)F)c1,-2,4,2,-5,-2,5,9,7,11
COc1ccc(Cn2c(CCC(=O)Nc3ccc(CC#N)cc3)nc3cccnc32)cc1,2,0,1,-7,-6,1,0,0,7

# Other structures:
SMILES,PME-1 inh,LYPLA1 inh,LYPLA2 inh,PAD4 inh,GSTO1 counter,pPAFAH FP inh,PAFAH1B3 inh,PAFAH1B2 FP inh,PAFAH2 FP inh
Cc1ccc(-c2nc3c(c(=O)[nH]c(=O)n3Cc3ccccc3)n2C)s1,-2,-4,-7,0,-4,2,.,.,.
C=CCNC(=O)c1ccc(C2SCC(=O)N2Cc2ccco2)cc1 (stereo not given),1,-1,2,-4,2,1,3,-6,-11
COc1ccccc1CN(CC(=O)NCc1ccco1)C(=O)CNS(=O)(=O)c1ccccc1,2,-1,-8,-2,-2,10,0,-2,3
O=C(CCn1ccc([N+](=O)[O-])n1)NC1CCCCCC1,-2,0,6,2,2,3,-4,1,3
CCOP(=O)(/C(C#N)=C(\C)O)c1ccccc1 (stereo not given),6,1,3,-5,4,3,0,7,-8
COc1ccccc1NC(=O)COc1ccc(CO)cc1Cl,-16,-4,-10,6,-8,-12,9,-1,-1
COc1ccc2nc(N/C(N)=N/C(=S)Nc3cccc(C)c3)nc(C)c2c1,-10,-1,-6,-2,-25,-1,-14,0,-14
Cc1cccc(C)c1NC(=O)CN(C)C(=O)CSCc1c(C)noc1C,-1,-1,2,-7,3,-2,8,1,8
CC1CC(C)CN(C(=O)c2ccc3ccccc3c2)C1 (stereo not given),-3,2,1,1,-10,1,-2,3,-2
COc1cc(-c2c(NC(=O)c3ccco3)oc3c(C)cccc3c2=O)cc(OC)c1OC,-1,-1,-2,-5,-4,0,7,2,4
c1ccc(-c2nc(N3CCCC3)nc3ccccc23)cc1,-4,-1,-2,3,22,4,10,10,5
Cc1ccc(NC(=O)CN(C)C(=O)C(c2ccccc2)c2ccccc2)cc1,4,1,3,-3,.,-1,-3,5,-11
O=C(Cc1ccsc1)N1CCc2c([nH]c3ccccc23)C1c1ccccn1 (stereo not given),5,0,-1,4,3,8,12,12,8
O=C(CSCc1c(Cl)cccc1Cl)NCC1CCCO1 (stereo not given),-2,1,2,0,3,1,-4,4,-7
COc1ccc(C(C(=O)NC2CCCC2)N(CCO)C(=O)Cn2nnc(-c3ccc(C)o3)n2)cc1OC (stereo not given),-3,1,6,9,1,5,1,2,-9
CCOc1ccccc1N1CCN(C(=O)c2ccc3c(c2)OCO3)CC1,-4,4,9,4,-3,4,3,0,3
O=C(O)c1ccc(NCc2nc3ccccc3n2Cc2ccccc2)cc1,0,0,6,-2,9,4,7,6,4
O=C(Nc1ccccc1Cl)c1cc(=O)c2ccccc2o1,4,0,-4,-2,1,5,4,0,-1
CC1c2ccsc2CCN1C(=O)NC(=O)c1ccc(Cl)cc1 (stereo not given),0,-3,-2,-3,8,4,.,.,.
CCCCN(C)Cc1c(C)[nH]c2c(Cl)cccc2c1=O,3,3,2,1,4,3,-1,-6,1
C[C@@H](C(=O)O)[C@H]1C[C@]1(C)[C@H](NC(=O)OCc1ccccc1)c1ccccc1,2,0,2,-4,6,2,-2,-1,2
Nc1ncnc2c1ncn2[C@@H]1O[C@H](CNCc2ccccc2)[C@@H](O)[C@H]1O,.,.,.,2,.,3,0,7,11
c1ccc(C2=NNC(=NCc3ccc4c(c3)OCO4)SC2)cc1,-2,-5,1,5,11,-1,10,6,5
CC(=O)c1ccc(OCC(=O)Nc2ccccc2N2CCCC2)cc1,-5,-1,-8,-2,3,-13,-2,1,0
COc1ccc(S[C@@H](CCN2CC[C@H](NC(=O)OCc3ccccc3)CCC2=O)c2ccccc2)cc1,.,.,.,-2,.,7,5,-2,5
Cc1ccc(C2C(C#N)=C(N)Oc3cc4c(cc32)OCO4)cc1 (stereo not given),5,1,3,3,0,9,4,6,-10
COc1ccc(/C=N/n2cnc3c(sc(=S)n3-c3ccccc3)c2=O)cc1,7,-2,-4,2,-3,4,9,2,4
CCOc1ccc(N(C)S(=O)(=O)c2ccc(C)c(C(=O)N3CCN(Cc4ccc5c(c4)OCO5)CC3)c2)cc1,.,.,.,2,.,7,10,1,-2
Cc1nn(CCC(=O)NCCc2ccccc2Cl)c(=O)c2nn(-c3ccccc3)c(C)c12,-2,5,8,-7,1,5,8,-1,3
